Source: PubChem (several laboratories)
GLD-1 RNA inh – GLD-1-TGE RNA interaction inhibition (C. elegans); Q17339; purified GLD-1 + fluorescein TGE RNA, fluorescence polarization; inhibition, % at 5.96 µM; 320,000 tested, 0.44% active;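 active = percent inhibition above a per-plate cutoff, the plate mean of test compounds plus 3 SD, cut at about 30% in these data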;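 also: 0% = DMSO wells with GLD-1 and probe and 100% = wells lacking GLD-1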
GSTO1 counter – blocks human GSTO1 in RBBP9 counter-screen; 300,000 tested, 1.1% active; recombinant GSTO1, activity-based probe fluorescence polarization; inhibition, % at 5.96 µM; AID 1974;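 active = inhibition above the campaign mean inhibition plus 3 SD, cut at about 35% in these data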;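 also: 0% = GSTO1-1 with DMSO and 100% = wells lacking GSTO1-1 enzyme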
Bcl-xL primary – blocks human Bcl-xL binding to Bim BH3 peptide; 320,000 tested, 0.7% active; GST-Bcl-xL / FITC-Bim BH3 peptide fluorescence polarization; inhibition, % at 10.9 µM;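 active = inhibition above the mean of all tested compounds plus 3 SD, cutoff set per campaign, cut at about 30% in these data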;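 also: 0% = DMSO wells and 100% = unlabeled Bim-BH3 peptide competitor; inhibitors lower millipolarization by displacing the labeled peptide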
PAD4 inh – blocks human protein arginine deiminase 4; Q9UM07; recombinant PAD4, RCA probe fluorescence polarization; inhibition, % at 6.36 µM; 330,000 tested, 0.41% active; AID 485272;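 active = percent inhibition above a cutoff equal to the mean of all tested compounds plus 3 SD, cut at about 15% in these data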;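 also: 0% = PAD4 with RCA probe and DMSO and 100% = probe without PAD4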
Target sequence (Q9UM07 whole entry, looked up): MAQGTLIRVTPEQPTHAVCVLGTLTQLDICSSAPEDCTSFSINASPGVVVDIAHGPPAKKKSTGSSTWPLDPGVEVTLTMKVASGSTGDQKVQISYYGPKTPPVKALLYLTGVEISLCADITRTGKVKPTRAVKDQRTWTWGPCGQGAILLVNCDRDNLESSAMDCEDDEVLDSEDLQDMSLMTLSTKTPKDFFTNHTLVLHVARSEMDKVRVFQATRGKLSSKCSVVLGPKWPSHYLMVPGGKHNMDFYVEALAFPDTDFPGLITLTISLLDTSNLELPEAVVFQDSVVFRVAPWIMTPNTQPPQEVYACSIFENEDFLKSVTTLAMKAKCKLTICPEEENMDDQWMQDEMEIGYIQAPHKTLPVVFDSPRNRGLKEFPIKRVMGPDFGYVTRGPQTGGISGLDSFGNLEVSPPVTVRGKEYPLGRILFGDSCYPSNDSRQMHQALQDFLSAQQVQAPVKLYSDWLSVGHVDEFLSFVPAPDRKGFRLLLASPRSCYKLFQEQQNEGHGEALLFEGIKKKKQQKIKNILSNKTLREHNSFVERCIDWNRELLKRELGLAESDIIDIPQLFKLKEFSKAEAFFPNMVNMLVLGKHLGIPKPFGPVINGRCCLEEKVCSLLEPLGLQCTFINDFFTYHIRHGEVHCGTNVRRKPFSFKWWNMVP
PME-1 inh – PME-1 (human) inhibition | inhibition, % at 5.9 µM | 320,000 tested, 0.53% active | recombinant PME-1, FP-Rh probe fluorescence polarization;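 active = inhibition above the campaign mean of all compounds plus 3 SD, cut at about 26% in these data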;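 also: competitive labeling of PME-1 active site by serine hydrolase directed probe; 0% = PME-1 with DMSO and 100% = wells lacking PME-1 enzyme; inhibitors block probe labeling so polarization falls and inhibition rises; many of its hits are not listed in these tables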
TPT1 inhibitor – blocks Candida albicans tRNA 2'-phosphotransferase; recombinant caTPT1, FP RNA substrate dephosphorylation; inhibition, % at 5 µM; 300,000 tested, 0.81% active; AID 1962;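 active = inhibition above the mean of all tested compounds plus 3 SD, set per screening campaign, cut at about 24% in these data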;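 also: plate controls were DMSO alone for no effect and ferristatin control at 100 nM for full effect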
MEX-5 binding – C. elegans MEX-5 TCR-2 RNA binding activity; Q9XUB2; MEX-5/FITC-TCR2 RNA binding, fluorescence polarization; hits give low values; activity score (negative = inhibition of binding), % at 10 µM; 300,000 tested, 0.38% active; AID 1832;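 active = inhibition past about -25% in most replicates, and total fluorescence under double the plate's negative control median, limit read from the data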;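 also: 0% = DMSO and -100% = 5 µM competing unlabeled TCR2 RNA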
Target sequence (Q9XUB2 whole entry, looked up): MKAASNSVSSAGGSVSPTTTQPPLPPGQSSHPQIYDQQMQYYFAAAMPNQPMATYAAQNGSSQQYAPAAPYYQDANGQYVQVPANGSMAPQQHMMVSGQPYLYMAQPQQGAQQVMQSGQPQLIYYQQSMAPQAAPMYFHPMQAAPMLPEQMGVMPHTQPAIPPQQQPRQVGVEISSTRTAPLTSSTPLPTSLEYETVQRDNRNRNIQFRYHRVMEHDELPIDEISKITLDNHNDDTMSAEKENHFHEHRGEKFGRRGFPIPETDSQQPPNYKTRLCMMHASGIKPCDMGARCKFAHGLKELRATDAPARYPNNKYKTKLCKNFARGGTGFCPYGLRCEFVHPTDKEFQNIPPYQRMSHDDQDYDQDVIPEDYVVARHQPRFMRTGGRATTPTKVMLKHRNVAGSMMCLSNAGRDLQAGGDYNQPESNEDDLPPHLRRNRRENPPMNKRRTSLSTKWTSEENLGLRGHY
Fam108B inh – Fam108B inhibition, counter-screen for RBBP9 inhibitors; inhibition, % at 9.51 µM; recombinant Fam108B, FP-Rh probe fluorescence polarization; 300,000 tested, 0.33% active;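 active = inhibition above the screen mean inhibition plus 3 SD, computed separately per campaign, cut at about 18% in these data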;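 also: inhibitors lower polarization as less probe binds the enzyme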
MCL1 BIM primary – disrupts human MCL1 binding to BIM-BH3 peptide; 320,000 tested, 0.68% active; Q07820; GST-MCL1 / FITC-Bim-BH3 fluorescence polarization; inhibition, % at 10.9 µM;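 active = inhibition above the mean inhibition of all tested compounds plus 3 SD, set per campaign, cut at about 40% in these data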;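 also: 0% = DMSO wells and 100% = unlabeled Bim-BH3 peptide control; higher means more loss of mP so more displacement of Bim peptide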
* hit, by the source's call; . = not tested or not shown.

1	Nc1ccc(NC(=O)c2ccc(C(=O)Nc3ccc(N)cc3)cc2)cc1
2	CC(O)Cc1nsc(NC(=O)c2cccs2)n1 (configuration not stated)
3	O=C(NC1CC1)c1cc2ccccc2o1
4	CCc1cc(C(=O)N2CCN(C(=O)c3ccco3)CC2)sc1C
5	O=C(Nc1cnn(Cc2c(Cl)cccc2Cl)c1)c1ccc([N+](=O)[O-])cc1
6	Cc1cccc(CC(=O)NCCS(=O)(=O)N2CCN(c3cccc(Cl)c3)CC2)c1
7	COc1cc2c(cc1NC(=O)CN1CCN(S(=O)(=O)c3ccc(C)cc3)CC1)oc1ccccc12
8	Nc1ncnc2c1ncn2[C@@H]1O[C@H](CO)C[C@@H]1O
screen / no. | 1 | 2 | 3 | 4 | 5 | 6 | 7 | 8
Fam108B inh | 1 | -1 | -1 | -2 | -7 | 0 | -3 | -5
TPT1 inhibitor | -3 | 0 | -2 | -2 | -8 | 0 | 1 | -6
PAD4 inh | -2 | 4 | -1 | 1 | 2 | -4 | -3 | -6
MEX-5 binding | -0.1 | 0.0 | -1.3 | 1.5 | 1.4 | 1.9 | -1.6 | 0.4
MCL1 BIM primary | 0 | 2 | 2 | -5 | -2 | 0 | 0 | -5
PME-1 inh | 0 | 0 | -5 | 11 | -16 | 0 | -5 | -5
GLD-1 RNA inh | 0 | 4 | 1 | 4 | 4 | -1 | 3 | 2
GSTO1 counter | 7 | -4 | -6 | 3 | -7 | -3 | -3 | 1
Bcl-xL primary | -8 | 3 | 6 | 0 | 5 | -1 | -1 | -8

9	CN1CCN(C(=S)NC(=O)c2cccc(S(=O)(=O)N(C)C)c2)CC1
10	Cc1ccc(NC(=S)N2CCCCC2CO)cc1C (configuration not stated)
11	Cc1ccc(Cn2cc(/C=C/C(=O)O)c(-c3ccccc3)n2)cc1
12	CC(C)NS(=O)(=O)c1ccc(OCC(=O)N2CCc3ccccc3C2)cc1
13	Cc1ccc(NC(=S)NCc2ccccc2)cc1[N+](=O)[O-]
14	O=C1c2ccccc2C(=O)N1OCc1cccc(Cl)c1
15	CCN(CC)S(=O)(=O)c1ccc(-c2csc(C)n2)cc1
16	O=C(Nc1nc2ccc(SC(F)F)cc2s1)c1ccc(NS(=O)(=O)c2ccc(F)c(F)c2)cc1
screen / no. | 9 | 10 | 11 | 12 | 13 | 14 | 15 | 16
Fam108B inh | -3 | -3 | 3 | 3 | -1 | -3 | 0 | -5
TPT1 inhibitor | -1 | 1 | -6 | -3 | 2 | 2 | 0 | -4
PAD4 inh | -2 | 0 | -1 | 0 | 0 | 2 | -5 | -7
MEX-5 binding | . | -4.4 | 0.7 | 2.1 | -1.4 | -0.5 | 0.2 | -0.6
MCL1 BIM primary | 5 | 11 | 7 | 5 | 11 | -3 | -1 | -6
PME-1 inh | -3 | -2 | 9 | 1 | 5 | -4 | -4 | -27
GLD-1 RNA inh | 2 | -3 | 8 | 8 | 2 | 4 | -4 | 5
GSTO1 counter | 3 | -2 | 8 | 6 | -2 | 1 | -1 | -19
Bcl-xL primary | 2 | 5 | 3 | 6 | 0 | 2 | 2 | 2

17	COc1ccc2nc(SCc3cnc(C)nc3N)[nH]c2c1
18	Cc1nc(C(C)NC(=O)c2ccc(OC3CCN(Cc4ccccn4)CC3)cc2)c(C)s1 (configuration not stated)
19	O=C(CN1C(=O)C2C3C=CC(C3)C2C1=O)Nc1nc(-c2ccccn2)cs1 (configuration not stated)
20	CCc1nnc(NC(=O)C2=CCN(S(=O)(=O)c3ccc(F)cc3)CC2)s1
21	COc1cc(C(CC(=O)Nc2ccccn2)N2Cc3ccccc3C2=O)cc(OC)c1OC (configuration not stated)
22	CCC(C)NC(=O)C1c2ccccc2C(=O)N1Cc1ccc(F)cc1 (configuration not stated)
23	CCOC(=O)CN1CC23C=CC(O2)C(C(=O)NCc2ccccc2OC)C3C1=O (configuration not stated)
24	CCCCn1c(N)c(N(CCOC)C(=O)c2ccc(Br)s2)c(=O)[nH]c1=O
screen / no. | 17 | 18 | 19 | 20 | 21 | 22 | 23 | 24
Fam108B inh | -2 | 1 | 0 | -1 | 2 | 2 | 2 | 1
TPT1 inhibitor | 4 | -3 | -1 | 0 | -1 | 1 | -6 | -2
PAD4 inh | 5 | -1 | -6 | 0 | 1 | -10 | 1 | 0
MEX-5 binding | -0.7 | 2.4 | -0.9 | -2.4 | 0.2 | 1.5 | -1.7 | -3.3
MCL1 BIM primary | -4 | 8 | 14 | 8 | 0 | -3 | 3 | -6
PME-1 inh | 1 | -1 | -2 | -8 | 2 | 3 | -1 | -3
GLD-1 RNA inh | 4 | 8 | 0 | 0 | 2 | -8 | -4 | 3
GSTO1 counter | 2 | 6 | 22 | -5 | 1 | -3 | 5 | -2
Bcl-xL primary | -10 | 8 | 13 | 0 | 1 | -1 | 0 | -1

Ordered by formula weight (rising): 7 of the compounds above
17	COc1ccc2nc(SCc3cnc(C)nc3N)[nH]c2c1
15	CCN(CC)S(=O)(=O)c1ccc(-c2csc(C)n2)cc1
22	CCC(C)NC(=O)C1c2ccccc2C(=O)N1Cc1ccc(F)cc1 (configuration not stated)
19	O=C(CN1C(=O)C2C3C=CC(C3)C2C1=O)Nc1nc(-c2ccccn2)cs1 (configuration not stated)
23	CCOC(=O)CN1CC23C=CC(O2)C(C(=O)NCc2ccccc2OC)C3C1=O (configuration not stated)
21	COc1cc(C(CC(=O)Nc2ccccn2)N2Cc3ccccc3C2=O)cc(OC)c1OC (configuration not stated)
16	O=C(Nc1nc2ccc(SC(F)F)cc2s1)c1ccc(NS(=O)(=O)c2ccc(F)c(F)c2)cc1
screen / no. | 17 | 15 | 22 | 19 | 23 | 21 | 16
Fam108B inh | -2 | 0 | 2 | 0 | 2 | 2 | -5
TPT1 inhibitor | 4 | 0 | 1 | -1 | -6 | -1 | -4
PAD4 inh | 5 | -5 | -10 | -6 | 1 | 1 | -7
MEX-5 binding | -0.7 | 0.2 | 1.5 | -0.9 | -1.7 | 0.2 | -0.6
MCL1 BIM primary | -4 | -1 | -3 | 14 | 3 | 0 | -6
PME-1 inh | 1 | -4 | 3 | -2 | -1 | 2 | -27
GLD-1 RNA inh | 4 | -4 | -8 | 0 | -4 | 2 | 5
GSTO1 counter | 2 | -1 | -3 | 22 | 5 | 1 | -19
Bcl-xL primary | -10 | 2 | -1 | 13 | 0 | 1 | 2

Continuation.
25	COc1ccc(N2CC(O)=C(c3nc4ccccc4s3)C2=N)c(OC)c1
26	COc1ccccc1CCC(=O)OCC(=O)Nc1ccc(C(N)=O)cc1
27	CCn1c2ccccc2n2c(=O)c(=O)n(CC(=O)N3CCN(c4ccccc4OC)CC3)nc12
28	CC(=O)/C(=C/N(C)C)C(=O)Nc1ccc(Cl)cc1Cl
29	CN(C)S(=O)(=O)c1cc(NC(=O)COC(=O)C2COc3ccccc3O2)ccc1Cl (configuration not stated)
30	CCOc1ccccc1OCCOc1ccccc1OC(C)C
31	CCOc1ccc(C(=O)NC(=S)N2CCN(c3ccc(C(F)(F)F)cc3[N+](=O)[O-])CC2)cc1
32	Cc1ccc(C(=O)NCCn2cc(SCC(=O)N3CCOCC3)c3ccccc32)cc1
screen / no. | 25 | 26 | 27 | 28 | 29 | 30 | 31 | 32
Fam108B inh | 3 | 1 | -5 | -2 | 2 | -1 | 6 | 1
TPT1 inhibitor | 4 | -2 | 0 | 3 | -3 | 0 | 2 | -5
PAD4 inh | 0 | 1 | -1 | 0 | -2 | 4 | 1 | 4
MEX-5 binding | 0.1 | -2.2 | -0.2 | 2.4 | -2.1 | 1.9 | 3.0 | -1.4
MCL1 BIM primary | 1 | -2 | 10 | 5 | -6 | 0 | 0 | 4
PME-1 inh | 4 | -5 | -1 | -5 | -3 | -1 | 0 | -11
GLD-1 RNA inh | 0 | 2 | -1 | 4 | -2 | 4 | 7 | 5
GSTO1 counter | 11 | 0 | 9 | -8 | -8 | -2 | -1 | 6
Bcl-xL primary | 5 | -1 | 4 | 4 | -3 | 6 | -3 | 0

33	Cc1ccc2cc3cc(C(=O)NCc4ccco4)oc3nc2c1
34	C=CCN1C(=NC(=O)COc2ccccc2)SC2CS(=O)(=O)CC21 (configuration not stated)
35	CCOc1ccccc1C1CC(c2ccc(F)cc2)Nc2nc(N)nn21 (configuration not stated)
36	O=C(Nc1ccc(N2CCOCC2)cc1)c1ccc(Br)o1
37	Cc1ccc(-c2cnc3n2CCCCC3)cc1
38	CCN(CC)c1ccc(NC(=O)c2c(C)noc2C)cc1
39	CSc1ncccc1C(=O)N1CCCC(N2CCN(c3ccccc3F)CC2)C1 (configuration not stated)
40	Cn1c(=O)cc(SCC(=O)NCCCN2CCOCC2)c2ccccc21
screen / no. | 33 | 34 | 35 | 36 | 37 | 38 | 39 | 40
Fam108B inh | -4 | -3 | 0 | 0 | 1 | 4 | 2 | 2
TPT1 inhibitor | -3 | 0 | 2 | 1 | -2 | 2 | 2 | 2
PAD4 inh | -3 | -1 | -3 | -3 | -2 | -1 | -5 | 0
MEX-5 binding | -2.1 | 0.8 | -0.4 | -2.5 | 0.0 | 2.4 | -1.4 | -0.9
MCL1 BIM primary | -33 | 1 | -6 | -6 | 1 | 5 | -8 | 4
PME-1 inh | -9 | 1 | -8 | -5 | -4 | -4 | 12 | -3
GLD-1 RNA inh | -5 | 9 | 5 | 3 | 5 | 4 | -3 | 1
GSTO1 counter | -1 | 2 | 0 | 2 | 14 | 2 | 4 | 0
Bcl-xL primary | -10 | 4 | -5 | 2 | 3 | 0 | -1 | 5

41	O=c1c2ccccc2n2c(-c3ccc(C(F)(F)F)cc3)nnc2n1Cc1ccccc1
42	Cc1onc(-c2ccccc2)c1C(=O)NCC1CCN(C(=O)c2c(-c3ccccc3)noc2C)CC1
43	Cc1ccc(CN2CCN(C3CSCCSC3)CC2CCO)cc1 (configuration not stated)
44	O=C(C1CCC(CNc2c(N3CCCC3)c(=O)c2=O)CC1)N1CCc2ccccc21 (configuration not stated)
45	COc1ccc(CN2CCN(Cc3ccc(C)cc3)CC2)c(OC)c1
46	CC(C)(C)NC(=O)N1CCCC(C(=O)c2cccc(Cl)c2)C1 (configuration not stated)
47	CC(=O)c1[nH]c(C)c(C(=O)N2CCCC(Nc3cccc(F)c3)C2)c1C (configuration not stated)
48	CN(C(=O)COC(=O)c1ccc2c(c1)OCO2)C1CCS(=O)(=O)C1 (configuration not stated)
49	CC(=O)C1=C(C)NC(SCSc2ccccc2)=C(C#N)C1c1cccnc1 (configuration not stated)
50	O=C(Nc1ccc(F)c(F)c1)C1=COCCO1
screen / no. | 41 | 42 | 43 | 44 | 45 | 46 | 47 | 48 | 49 | 50
Fam108B inh | 1 | -1 | 5 | 13 | 1 | 0 | 2 | -2 | 0 | 3
TPT1 inhibitor | -3 | -2 | -4 | -9 | -1 | -1 | -2 | -5 | 5 | 1
PAD4 inh | -6 | -1 | 5 | -6 | -2 | 1 | 1 | -4 | 2 | 5
MEX-5 binding | 5.7 | -4.9 | -1.6 | -2.8 | -1.5 | 1.1 | 2.2 | 0.4 | 0.7 | 0.5
MCL1 BIM primary | 8 | 1 | 4 | 3 | -1 | -5 | 3 | 1 | 17 | -1
PME-1 inh | -5 | 6 | 4 | 4 | 6 | -3 | 0 | -1 | 5 | 6
GLD-1 RNA inh | -3 | 4 | 2 | -3 | 0 | 3 | 7 | -6 | -1 | 2
GSTO1 counter | 0 | 7 | 8 | 8 | -1 | 1 | 7 | 2 | 16 | 4
Bcl-xL primary | 3 | 3 | 2 | 4 | -2 | 0 | 5 | -1 | 17 | 0

Only part of the results is shown; rates above refer to the full screens.
